# Source: PubChem BioAssay
# Vif-A3F inh: Vif-A3F binding inhibition; Potency, µM (doses to about 46.1 µM), for inactives: at the highest dose activity, negative = active; HeLa A3F-eYFP + Vif (tagged APOBEC3F with the HIV-1 protein that degrades it), YFP fluorescence increase; 0.2% of 390,000 active; also: % of control where 0% means no effect; nearly all actives have a fitted effect of over 65% in size
#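 HeLa cells stably expressing A3F-eYFP plus Vif, plated and incubated overnight at 37 deg C, then exposed to compounds overnight at 37 deg C. Blocked degradation read as raised yellow fluorescence (Ex 488/Em 500-530).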
# RXFP1 ag: RXFP1 (human) receptor agonism. Potency, µM (highest dose often 57.5 µM), inactives show top-dose activation, hits mostly activators. 0.3% of 370,000 active. HEK293T-RXFP1 cAMP TR-FRET, 30 min; response scale: percent of porcine relaxin response, buffer zero. Q9HBX9; also: % is scaled to controls: 0 for no effect and ±100 for the full control effect; nearly all actives have a fitted effect of over 60% in size; many of its hits are not listed in these tables
#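 Agonist response is measured as cAMP accumulation in an RXFP1-transfected HEK293T line under PDE4 inhibition. Values are scaled between buffer-only and 29 nM porcine relaxin, and EC50s come from standard Hill equation fits.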
# rTrxR1 inhibitor: rat TrxR1 inhibition. O89049. recombinant rTrxR1, NADPH fluorescence consumption, selenite substrate. Potency, µM (highest dose often 114 µM), inactives show top-dose activity change, negative = inhibition, actives largely listed as inhibitors. 1% of 390,000 active. AID 588453; also: % is scaled to controls: 0 for no effect and ±100 for the full control effect; nearly all actives have a fitted effect of over 65% in size
#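 Rat TrxR1 (90 nM in the dispensed reagent) was pre-reduced with 400 uM NADPH for 5 min at room temperature, then incubated with compound for 15 min. After 400 uM selenite was added, NADPH fluorescence (Ex 340/Em 450 nm) was followed for 8 min.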
# mIDH1 inhibitor: human IDH1 R132H inhibition | Potency, µM (doses to about 76.6 µM), without a hit: at the highest dose activity change, negative = inhibition, usual class: inhibitors | AID 602179 | 0.093% of 390,000 active | IDH1-R132H enzyme, NADPH consumption, diaphorase/resazurin fluorescence; also: % is scaled to controls: 0 for no effect and ±100 for the full control effect; nearly all actives have a fitted effect of over 65% in size
#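 IDH1-R132H (0.5 ug/mL) preincubated 30 min with compound, then NADPH (0.016 mM) and alpha-KG (2 mM) added; 80 min at RT, pH 7.5. Remaining NADPH coupled via diaphorase/resazurin to fluorescence (540/590 nm); concentration-response curves normalized to no-enzyme control.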
# Vif-APOBEC3G blk: inhibitors of Vif-APOBEC3G interaction. HeLa A3G-eYFP + Vif (tagged APOBEC3G with the HIV-1 protein that degrades it), YFP fluorescence, overnight. 0.076% of 410,000 active. Q9HC16. AID 602310. Potency, µM (highest dose often 46.1 µM), without a hit: at the top dose activity, negative = active, usual class: inhibitors;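 also: % is scaled to controls: 0 for no effect and ±100 for the full control effect; nearly all actives have a fitted effect of over 60% in size; hits raise eYFP signal because A3G escapes Vif-driven loss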
# Target sequence (Q9HC16 whole entry, looked up): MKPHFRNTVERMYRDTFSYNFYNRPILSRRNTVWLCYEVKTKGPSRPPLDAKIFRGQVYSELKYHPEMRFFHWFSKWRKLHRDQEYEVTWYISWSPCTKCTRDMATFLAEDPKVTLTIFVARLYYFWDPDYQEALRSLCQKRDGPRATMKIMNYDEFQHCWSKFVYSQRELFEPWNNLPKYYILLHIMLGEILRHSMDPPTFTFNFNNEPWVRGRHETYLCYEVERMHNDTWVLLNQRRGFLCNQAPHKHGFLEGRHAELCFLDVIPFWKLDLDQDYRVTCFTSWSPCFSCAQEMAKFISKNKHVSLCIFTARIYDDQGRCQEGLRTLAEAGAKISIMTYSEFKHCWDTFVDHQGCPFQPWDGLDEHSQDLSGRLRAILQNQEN
#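 Read-out is eYFP fluorescence (Ex 488/Em 500-530) from Vif-expressing HeLa A3G-eYFP cells; more signal means A3G escaped Vif-mediated degradation. Cells plated overnight, compound pinned in, incubated overnight at 37 deg C.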
# TrxR1 substrate: rat thioredoxin reductase 1 substrate activity; O89049; purified TrxR1 substrate turnover, NADPH consumption readout; Potency, µM (titrated, usually from 114 µM), inactives show top-dose activity change, negative = substrate turnover; 0.01% of 390,000 active; also: % is scaled to controls: 0 for no effect and ±100 for the full control effect; nearly all actives have a fitted effect of over 50% in size
#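 Rat TrxR1, dispensed at 90 nM, was prereduced with 400 uM NADPH (final) for 5 min at ~22 deg C, then incubated with compound 15 min before 400 uM selenite. A first-read NADPH fluorescence drop versus no-compound background flagged substrates.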
# 12-LOX inh: blocks human arachidonate 12S-lipoxygenase | 1.1% of 580,000 active | Potency, µM (series often up to 108 µM), inactives show at the top dose activity change, negative = inhibition, usual class: inhibitors | P18054 | purified 12hLO, xylenol orange hydroperoxide absorbance; also: % is scaled to controls: 0 for no effect and ±100 for the full control effect
# Target sequence (P18054 whole entry, looked up): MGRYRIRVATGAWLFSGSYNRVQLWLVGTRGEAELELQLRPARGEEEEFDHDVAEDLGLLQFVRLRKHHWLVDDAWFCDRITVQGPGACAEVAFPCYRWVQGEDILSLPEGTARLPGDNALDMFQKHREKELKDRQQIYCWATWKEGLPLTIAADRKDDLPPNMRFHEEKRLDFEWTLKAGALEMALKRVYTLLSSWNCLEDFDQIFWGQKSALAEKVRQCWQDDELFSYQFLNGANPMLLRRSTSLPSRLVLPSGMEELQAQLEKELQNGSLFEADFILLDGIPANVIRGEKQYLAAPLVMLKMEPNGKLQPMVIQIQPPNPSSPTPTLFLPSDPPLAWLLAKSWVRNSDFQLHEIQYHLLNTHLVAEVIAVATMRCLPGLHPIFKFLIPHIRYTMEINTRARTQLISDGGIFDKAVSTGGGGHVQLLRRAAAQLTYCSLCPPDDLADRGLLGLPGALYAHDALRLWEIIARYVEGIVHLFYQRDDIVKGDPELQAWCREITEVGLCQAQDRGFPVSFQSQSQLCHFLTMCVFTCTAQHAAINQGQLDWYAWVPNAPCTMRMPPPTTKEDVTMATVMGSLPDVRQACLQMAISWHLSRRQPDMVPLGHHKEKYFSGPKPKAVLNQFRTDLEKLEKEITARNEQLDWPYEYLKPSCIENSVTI
#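 Purified human 12hLO (150 nM final) in 25 mM Hepes, 0.01% Triton X-100, pH 7.0 was preincubated 15 min at room temperature with compound. Then 40 uM arachidonic acid was added, 30 min. Hydroperoxide was read by Fe-XO absorbance ratio 573/405 nm.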
# RGS4 inh: human RGS4 inhibition; Transcreener GDP fluorescence polarization, RGS4-accelerated GTP hydrolysis; 0.039% of 390,000 active; AID 504845; Potency, µM (top dose mostly 114 µM), for the others: at the highest dose activity change, negative = inhibition, usual class: inhibitors; also: % is scaled to controls: 0 for no effect and ±100 for the full control effect; nearly all actives have a fitted effect of over 75% in size; some results filed as inactive show a strong effect at the top dose
#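 MLSMR compounds (23 nl, pin-transferred) preincubated 10 min at room temperature with a 500nM (2x) first reagent, then RGS4 at 900nM (2x) plus Transcreener GDP mix added; fluorescence polarization (620/688 nm) read before and after 90 min at 30 °C.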
# USP1-UAF1 inh: USP1/UAF1 (human) deubiquitinase inhibition. O94782. recombinant USP1/UAF1, Ub-Rhodamine cleavage fluorescence. Potency, µM (top dose mostly 57.1 µM), for inactives: top-dose activity change, negative = inhibition, usual class: inhibitors. 0.23% of 390,000 active. AID 743255; also: % is scaled to controls: 0 for no effect and ±100 for the full control effect; nearly all actives have a fitted effect of over 60% in size; inactives centre near -12
#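 1 nM enzyme complex + cpd, 15 min RT; start with Ub-Rho 150nM final; kinetic fluorescence ex 480/em 540, 6 reads q60 s. Buffer 50mM HEPES pH 7.8, 0.5mM EDTA, 0.1 mg/ml BSA, 1mM TCEP, 0.01% Tween-20.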
# Active calls of the source: *; ? = inconclusive; nt = not tested or not shown; [ ] = dose if it differs, or a comment. Calls follow the shape of the dose curve; as a rule, active = well fitted curve in the direction sought with a large enough effect; inconclusive = small, poorly fitted or top-dose-only effect, or another doubt; inactive = no such curve, though single readings can be large; an effect the other way counts as inactive or inconclusive. Potency is read from the fitted curve at half-maximal effect.
SMILES,Vif-A3F inh,RXFP1 ag,rTrxR1 inhibitor,mIDH1 inhibitor,Vif-APOBEC3G blk,TrxR1 substrate,12-LOX inh,RGS4 inh,USP1-UAF1 inh
COc1ccc([C@H]2[C@H]3C=CC[C@@H](C)[C@@H]3C(=O)N2Cc2ccccc2)cc1Cl,-1%,1.2%,13%[57.1 µM],0%,1%,5%[57.1 µM],?,-1%,?
Fc1ccccc1Cc1noc(CN2CCCC(CN3CCOCC3)C2)n1 (stereo not given),0%,-2.9%,-14%,0%,7%,-7%,-10%,22%,-25%
CCc1c(C)nc2cc(-c3ccc(Cl)cc3)[nH]n2c1=O,0%,-0.5%,20%,5%,1%,8%,?,-27%,-10%
COc1cc(OC)cc(C(=O)NCCNc2nc3cc(C)cc(C)c3cc2C#N)c1,-1%,5.5%,34%,-7%,0%,28%,?,-11%,-20%
CCOC(=O)C(NC(C)=O)(Nc1ccc(S(=O)(=O)Nc2nccs2)cc1)C(F)(F)F (stereo not given),-7%,0.0%,8%,-8%,2%,-6%,-15%,10%,4%
Cc1cnc(C(=O)N2CCN(c3ccc(C(F)(F)F)cn3)CC2)cn1,-1%,-1.7%,5%[57.1 µM],5%,-1%,2%[57.1 µM],?,9%,-9%
O=C(CCCN1C(=O)c2ccccc2C1=O)NC1CCCCCC1,-11%,5.1%,10%[57.1 µM],-4%,-1%,-8%,-8%,-3%,-7%
CCCOc1ccccc1N/C(=N\S(=O)(=O)c1ccc(C)cc1)Nc1nc(C)cc(C)n1,4%,nt,11%[57.1 µM],9%,2%,5%[57.1 µM],470%[activator],6%,2%
O=C(O)c1ccc2c(=O)n3c(nc2c1)/C(=C/c1ccc(Cl)c([N+](=O)[O-])c1)CC3,15%,1.3%,-8%[57.1 µM],8%,-4%,-13%,-3%,-27%,-9%
CC1CCC(NC(=O)c2cc(S(=O)(=O)N3CCCCC3)ccc2N2CCOCC2)CC1 (stereo not given),-2%,-0.1%,24%,2%,0%,17%,-7%,9%,-11%
c1ccc(-n2ncc3c(NCCCN4CCOCC4)ncnc32)cc1,-3%,2.7%,-4%,2%,-5%,2%,-2%,21%,-7%
O=C(Cn1cnc2ccccc21)N/N=C/c1cccc([N+](=O)[O-])c1,-12%,0.9%,12%[57.1 µM],3%,-3%,7%[57.1 µM],7%,-12%,-14%
O=C1CN(C(=O)CSc2nnc(-c3ccccc3)n2Cc2ccc3c(c2)OCO3)c2ccccc2N1,2%,1.8%,10%,-1%,-9%,3%,13%[57.4 µM],0%[11.4 µM],-22%
Clc1ccccc1N1CCN(Cc2ccco2)CC1,7%,-0.2%,30%,-2%,1%,5%,2%,19%,-8%
Cc1cccc(NC(=O)CN2C(=O)COc3ccc(Cl)cc32)c1C,-1%,2.0%,14%[57.1 µM],-2%,-5%,3%[57.1 µM],234%[activator],-2%,-8%

# By substructure, those above with a CF3 group (two)
SMILES,Vif-A3F inh,RXFP1 ag,rTrxR1 inhibitor,mIDH1 inhibitor,Vif-APOBEC3G blk,TrxR1 substrate,12-LOX inh,RGS4 inh,USP1-UAF1 inh
CCOC(=O)C(NC(C)=O)(Nc1ccc(S(=O)(=O)Nc2nccs2)cc1)C(F)(F)F (stereo not given),-7%,0.0%,8%,-8%,2%,-6%,-15%,10%,4%
Cc1cnc(C(=O)N2CCN(c3ccc(C(F)(F)F)cn3)CC2)cn1,-1%,-1.7%,5%[57.1 µM],5%,-1%,2%[57.1 µM],?,9%,-9%

# Additional compounds follow.
SMILES,Vif-A3F inh,RXFP1 ag,rTrxR1 inhibitor,mIDH1 inhibitor,Vif-APOBEC3G blk,TrxR1 substrate,12-LOX inh,RGS4 inh,USP1-UAF1 inh
Cc1cc(OCCn2c(C3CC(=O)N(Cc4ccc(F)cc4)C3)nc3ccccc32)ccc1Cl (stereo not given),3%,-6.2%,-4%,-13%,-1%,-5%,0%,15%,-27%
CSc1nnc(C)c(=O)n1COC(=O)COc1ccccc1C,-13%,-0.2%,10%[57.1 µM],3%,1%,10%[57.1 µM],-4%,13%,-4%
Cc1cc(C)n2nc(C(=O)Nc3ccc4c(c3)CCC4)nc2n1,-4%,0.8%,28%[57.1 µM],7%,0%,-6%[57.1 µM],-11%,-25%,-23%
CO/N=C/C=C1/N(C)c2ccccc2C1(C)C,3%,4.4%,-5%,4%,1%,-9%,-13%,19%,-9%
Cc1cc[n+](CC(=O)c2ccc3c(c2)OCCO3)cc1,-2%,0.3%,6%[57.1 µM],-3%,1%,2%[57.1 µM],1%,29%,2%
CN(C)CCCNc1oc(/C=C/c2ccccc2)nc1C#N,12%,?,-5%[57.1 µM],-8%,0%,10%[57.1 µM],25%,18%,8%
CC(=O)Nc1cc(C(=O)N2CCOCC2)ccc1S(=O)(=O)c1ccc(C)cc1,1%,0.4%,14%,1%,0%,4%,133%[activator],9%,-3%
CCN(C(=O)COC(=O)c1c(C)c(-c2ccccc2)nc2ccccc12)C1CCS(=O)(=O)C1 (stereo not given),1%,0.7%,15%,-1%,-4%,1%,4%,-16%,-21%
COCCn1c(SCC(=O)Nc2ccccc2C(F)(F)F)nc2ccccc2c1=O,-1%,0.3%,20%,6%,-8%,2%,21%,-24%,-17%
O=C(Cn1c(=O)cnc2ccccc21)NC1CCC(O)CC1 (stereo not given),-9%,1.9%,5%[57.1 µM],-7%,0%,1%[57.1 µM],-13%,0%,-20%
COc1cccc(CN(C)C(=O)CNC(=O)c2sc3ccccc3c2Cl)c1OC,0%,2.7%,8%,-1%,2%,-6%,16%,12%,-6%
Cc1cc(NC(=O)COc2ccc(F)c(Cl)c2)no1,-8%,0.1%,-11%,-4%,-5%,-12%,-7%,9%,-10%
Cc1ccccc1CSCc1nc(N)nc(Nc2ccccc2C)n1,-19%,0.9%,21%[11.4 µM],7%,-1%,4%[11.4 µM],-6%,-20%,-15%
CC(=O)/C(=N\Nc1ccc(Cl)cc1Cl)Sc1nnc(-c2ccccc2)n1-c1ccccc1,-6%,4.0%,-6%,4%,-1%,0%,?,-22%,-16%
COc1ccc(CC(=O)n2[nH]c(=O)ccc2=O)cc1OC,6%,3.9%,3.5µM*,-6%,-5%,11%[57.1 µM],11%,?,-9%

# Some entries already given, showing only TrxR1 substrate and USP1-UAF1 inh.
molecule | TrxR1 substrate | USP1-UAF1 inh
Cc1cc(OCCn2c(C3CC(=O)N(Cc4ccc(F)cc4)C3)nc3ccccc32)ccc1Cl (stereo not given) | -5% | -27%
CSc1nnc(C)c(=O)n1COC(=O)COc1ccccc1C | 10%[57.1 µM] | -4%

# (continued)
SMILES,Vif-A3F inh,RXFP1 ag,rTrxR1 inhibitor,mIDH1 inhibitor,Vif-APOBEC3G blk,TrxR1 substrate,12-LOX inh,RGS4 inh,USP1-UAF1 inh
CCOc1ccc(NC(=O)CN2C(=O)COc3ccccc32)cc1,0%,0.9%,8%,1%,3%,-5%,0%,-9%,-24%
Nn1c(Cc2ccccc2F)nnc1SCn1nnc2ccccc2c1=O,-3%,-0.9%,-1%[57.1 µM],5%,-1%,14%[57.1 µM],5%,12%,-19%
COc1ccc2c(C)cc(SCc3c(C)noc3C)nc2c1,-8%,7.5%,-4%,2%,-8%,3%,-3%,-27%,-9%
O=C(C1CCN(c2nnc(-n3cccc3)s2)CC1)N1CCN(Cc2ccc3c(c2)OCO3)CC1,-1%,3.7%,20%[57.1 µM],-7%,-1%,7%[57.1 µM],322%[activator],2%,-2%
CN=C(Nc1ccccc1OC)SC1CC(=O)N(c2ccc(C(=O)OC)cc2)C1=O (stereo not given),4%,-0.2%,7%,8%,0%,2%,?,-21%,-18%
O=C(Nc1ccon1)c1cc2c(s1)CCCC2,-1%,0.4%,5%,3%,0%,-7%,2%,0%,-15%
Cc1occc1C(=O)N1CCC2(CCCN(Cc3ccc(F)c(F)c3)C2)C1 (stereo not given),-2%,-0.7%,13%[57.1 µM],-3%,-1%,7%[57.1 µM],1%,-5%,-10%
CCOc1ccc(S(=O)(=O)NCCc2csc3nc(-c4ccc(OC)c(OC)c4)nn23)cc1,1%,-0.2%,14%[57.1 µM],-13%,-1%,-1%[57.1 µM],-15%,4%,?
Cn1c(=O)c2c(ncn2CC(=O)Nc2cccc(S(=O)(=O)Nc3ccccc3F)c2)n(C)c1=O,5%,17%,25%[57.1 µM],1%,1%,9%[57.1 µM],?,-34%,4%
S=c1sc2c(N3CCOCC3)ncnc2n1-c1ccccc1,-3%,-0.1%,8%[57.1 µM],-2%,1%,3%[57.1 µM],392%[activator],-5%,-7%
Cc1cc(S(=O)(=O)Nc2ccc(C(=O)NC3CC3)cc2)ccc1F,-2%,nt,nt,8%,0%,nt,-32%,nt,?
Cc1ccccc1OCC(=O)NNC=O,-7%,-1.2%,19%[57.1 µM],1%,1%,1%,10%,-3%,2%
Cc1cccc(NC(=O)c2ccc(S(=O)(=O)N3CCCC3)cc2)c1C,-4%,0.9%,1%,0%,-12%,1%,-20%,1%,-22%

# As entered above:
# Under USP1-UAF1 inh, Nn1c(Cc2ccccc2F)nnc1SCn1nnc2ccccc2c1=O has the entry -19%
# Under TrxR1 substrate, CCc1c(C)nc2cc(-c3ccc(Cl)cc3)[nH]n2c1=O has the entry 8%
# Under mIDH1 inhibitor, COc1ccc(CC(=O)n2[nH]c(=O)ccc2=O)cc1OC has the entry -6%

# Some of the compounds tested; count on the stated rates, not on these rows.
